All columns: NCI-60 one-dose screen, growth in % after 48 h at 10 µM unless noted; 100 = growth as untreated, 0 = no growth, -100 = all killed.
MCF7: MCF7 breast cancer | actives 6.3% (n = 82,000)
T-47D: T-47D breast cancer; actives 5% (n = 79,000)
HS 578T: HS 578T breast cancer | AID 1794788 | actives 4.1% (n = 78,000)
MDA-MB-468: MDA-MB-468 breast cancer; actives 8.5% (n = 78,000)
LOX IMVI: LOX IMVI melanoma; actives 7.4% (n = 79,000)
MDA-MB-231: MDA-MB-231 breast cancer; AID 1794789; actives 5% (n = 81,000)
K-562: K-562 leukemia. actives 7.4% (n = 78,000). AID 1794777
BT-549: BT-549 breast cancer; AID 1794793; actives 4.4% (n = 78,000)
An asterisk follows results filed as active; & = joins results of further samples. The calls were made as follows: active = growth percent below 10; inactive = the rest. This is a random part of the collection; 12% or so of the library scored in one or more.

Results for Nc1nc2c(N=Nc3ccc(Br)cc3)c(N)nn2c(-c2ccc(F)cc2)c1-c1nc2ccccc2s1 ?
MCF7: 93; T-47D: 92; HS 578T: 76; MDA-MB-468: 80; LOX IMVI: 101; MDA-MB-231: 98; K-562: 115; BT-549: 107

Results for CC(=O)c1c(C)c([N+](=O)[O-])c(C(C)(C)C)c([N+](=O)[O-])c1C ?
T-47D: 85; MDA-MB-468: 109; LOX IMVI: 96; MDA-MB-231: 103; K-562: 96

Results for O=C(COc1cccc(-c2nc3sccn3c2-c2ccncn2)c1)c1ccccc1 ?
MCF7: 73; HS 578T: 86; MDA-MB-468: 87; LOX IMVI: 95; MDA-MB-231: 73; K-562: 101; BT-549: 105

How did C=C1c2nc3ccccc3n2C=C(c2ccccc2)N1Cc1ccc(Cl)cc1 do in these assays?
MCF7: 86; T-47D: 67; HS 578T: 196; MDA-MB-468: 108; LOX IMVI: 105; MDA-MB-231: 107; K-562: 60; BT-549: 118

How did CCOC(=O)c1nn(C2CCCCO2)c2ccc(NC(=O)CSc3nc4ccccc4c(=O)[nH]3)cc12 (stereo not drawn) do in these assays?
MCF7: 92; T-47D: 99; HS 578T: 52; MDA-MB-468: 96; LOX IMVI: 96; MDA-MB-231: 80; K-562: 99; BT-549: 90

Results for Cc1[nH]c(=O)[nH]c(=O)c1/C=C/C(=O)O ?
MCF7: 98; T-47D: 98; HS 578T: 101; MDA-MB-468: 105; LOX IMVI: 101; MDA-MB-231: 125; K-562: 103; BT-549: 100

Results for CCOc1ccc2ccccc2c1C(Cc1ccccc1)NC (stereo not drawn) ?
MCF7: 83; T-47D: 75; HS 578T: 90; MDA-MB-468: 66; LOX IMVI: 89; MDA-MB-231: 88; K-562: 94; BT-549: 79

How did CC1(C)CC(OCCCC[P+](c2ccccc2)(c2ccccc2)c2ccccc2)CC(C)(C)N1O do in these assays?
MCF7: -1.6*; T-47D: -2.1*; HS 578T: -11*; MDA-MB-468: -44*; LOX IMVI: -74*; MDA-MB-231: -26*; K-562: -53*; BT-549: 17

What do the screens show for `N=c1cc(N)nc2n1NC(=O)c1ccccc1N2`?
MCF7: 100; T-47D: 94; MDA-MB-468: 103; LOX IMVI: 98; MDA-MB-231: 111; K-562: 113; BT-549: 105

What do the screens show for `Cc1nc(Nc2ccccc2C)c2cnn(C)c2n1`?
MCF7: 102; T-47D: 93; HS 578T: 109; MDA-MB-468: 105; LOX IMVI: 93; MDA-MB-231: 98; K-562: 104; BT-549: 104

How did COc1cc2cc(Oc3ccc(NC(=O)Nc4ccc(Cl)c(C(F)(F)F)c4)cc3)c(C)nc2cc1OCCN(C)C do in these assays?
MCF7: 48; T-47D: 62; HS 578T: 94; MDA-MB-468: 49; LOX IMVI: 76; MDA-MB-231: 88; K-562: 52; BT-549: 87

What do the screens show for `CSc1nc(C)c(Br)c(N)n1`?
MCF7: 105; T-47D: 97; MDA-MB-468: 103; LOX IMVI: 108; MDA-MB-231: 111; K-562: 109; BT-549: 106

What do the screens show for `COc1ccc(/C=C2\Oc3cc(OCC(=O)c4ccc([N+](=O)[O-])cc4)ccc3C2=O)cc1OC`?
MCF7: 104; T-47D: 103; HS 578T: 106; MDA-MB-468: 106; LOX IMVI: 92; MDA-MB-231: 100; K-562: 90; BT-549: 127

Results for CCCCOC(=O)c1ccc(O)cc1 ?
MCF7: 115&105&97; T-47D: 105&116&84; HS 578T: 117&96; MDA-MB-468: 116&93&70; LOX IMVI: 99&100&67; MDA-MB-231: 96&97&83; K-562: 102&109; BT-549: 89&110&72

What do the screens show for `COc1cc(C2c3cc(OS(=O)(=O)c4ccc(C)cc4)c(OC)cc3CC3C(=O)OCC32)ccc1OS(=O)(=O)c1ccc(C)cc1` (stereo not drawn)?
MCF7: 102&98; T-47D: 102; HS 578T: 121&86; MDA-MB-468: 114&88; LOX IMVI: 96&95; MDA-MB-231: 102&107; K-562: 97; BT-549: 102&98

How did CCOc1c(C#N)c(Nc2ccc(S(N)(=O)=O)cc2)c(C#N)c(=O)n1CC(=O)c1ccccc1 do in these assays?
MCF7: 81; T-47D: 98; HS 578T: 108; MDA-MB-468: 98; LOX IMVI: 42; MDA-MB-231: 95; K-562: 98; BT-549: 90

Results for O=C(CC1c2ccccc2NC(=O)N1Cc1ccccc1)C1CC1 (stereo not drawn) ?
MCF7: 94; T-47D: 84; HS 578T: 89; MDA-MB-468: 99; LOX IMVI: 96; MDA-MB-231: 99; K-562: 86

How did O=C(O)/C=C\C(=O)Nc1ccc(N=Nc2ccccc2)cc1 do in these assays?
MCF7: 73; T-47D: 97; HS 578T: 96; MDA-MB-468: 108; LOX IMVI: 98; MDA-MB-231: 104; K-562: 97; BT-549: 95

Results for Cc1nc2ccc(Cl)cn2c1C(=O)NCc1ccc(OCc2cn(Cc3ccc([N+](=O)[O-])cc3)nn2)cc1 ?
MCF7: 80; T-47D: 57; HS 578T: 92; MDA-MB-468: 53; LOX IMVI: 83; MDA-MB-231: 66; K-562: 71; BT-549: 62

How did O=[N+]([O-])c1ccc(N/N=C/C=C/c2ccccc2)nc1 do in these assays?
MCF7: 87; T-47D: 92; HS 578T: 94; LOX IMVI: 110; MDA-MB-231: 114; K-562: 92; BT-549: 92

Results for CCC(=O)N/N=C/C=N/NC(=O)c1ccncc1 ?
MCF7: 100; HS 578T: 108; MDA-MB-468: 108; LOX IMVI: 109; MDA-MB-231: 110; K-562: 112; BT-549: 115

What do the screens show for `N=C(N)c1ccncc1`?
MCF7: 92; T-47D: 97; HS 578T: 97; MDA-MB-468: 96; LOX IMVI: 103; MDA-MB-231: 94; K-562: 104; BT-549: 100

What do the screens show for `CCCCCOc1ccc(/C=N/Nc2cc(C)nc3ccc(Br)cc23)cc1`?
MCF7: -73*; T-47D: 83; HS 578T: 86; MDA-MB-468: -15*; LOX IMVI: -93*; MDA-MB-231: -51*; K-562: -20*; BT-549: 103

How did COc1ccc2c(c1)NC(=O)CC2c1cc(OC)c2c(c1OC)OCO2 (stereo not drawn) do in these assays?
MCF7: 89; T-47D: 98; HS 578T: 102; MDA-MB-468: 66; LOX IMVI: 85; MDA-MB-231: 84; K-562: 49; BT-549: 81

How did O=c1[nH]c(=O)n(Cc2ccc(B(O)O)cc2)cc1F do in these assays?
MCF7: 95; T-47D: 100; HS 578T: 101; MDA-MB-468: 111; LOX IMVI: 101; MDA-MB-231: 113; K-562: 101; BT-549: 115

Results for CCOC(=O)C1=C(N)N(c2ccc(Cl)cc2)C(C(=O)OCC)=C(C(=O)OCC)C1c1cc(=O)[nH]c2ccccc12 (stereo not drawn) ?
MCF7: 94; T-47D: 94; HS 578T: 113; MDA-MB-468: 96; LOX IMVI: 95; MDA-MB-231: 96; K-562: 99; BT-549: 103

How did COc1ccc(-c2cnn(CC(O)CN3CCN(Cc4ccccc4)CC3)c2)cc1OC1CCCC1 (stereo not drawn) do in these assays?
MCF7: 96; HS 578T: 96; MDA-MB-468: 91; LOX IMVI: 103; MDA-MB-231: 93; K-562: 97; BT-549: 69

How did CCOC(CC)(OCC)OCC do in these assays?
MCF7: 97; T-47D: 101; HS 578T: 106; MDA-MB-468: 120; LOX IMVI: 104; MDA-MB-231: 111; K-562: 94; BT-549: 107

How did Nc1[nH]nc2c1-c1nc3ccccc3n1C(N)N2 (stereo not drawn) do in these assays?
MCF7: 84; T-47D: 87; HS 578T: 94; MDA-MB-468: 104; LOX IMVI: 99; MDA-MB-231: 102; K-562: 107; BT-549: 106

How did COc1cc(-c2nc(SC(C)C)nc(N3CCOCC3)c2C#N)cc(OC)c1OC do in these assays?
MCF7: 83; HS 578T: 93; MDA-MB-468: 107; LOX IMVI: 97; MDA-MB-231: 70; K-562: 93; BT-549: 85

What do the screens show for `O=C(NO)c1ccc2nc(CN(CCO)c3ccccc3)[nH]c2c1`?
MCF7: 81; T-47D: 56; HS 578T: 72; MDA-MB-468: 93; LOX IMVI: 102; MDA-MB-231: 101; K-562: 87; BT-549: 96

What do the screens show for `CCCCN(CCCC)Cc1c(C)[nH]c2cc(OC)ccc2c1=O`?
MCF7: 95; T-47D: 96; HS 578T: 103; MDA-MB-468: 113; LOX IMVI: 97; MDA-MB-231: 104; K-562: 98; BT-549: 108

What do the screens show for `Brc1cc(C2CCCCC2)ccc1OCCCN1CCOCC1`?
MCF7: 101; T-47D: 84; HS 578T: 93; MDA-MB-468: 80; LOX IMVI: 88; MDA-MB-231: 75; K-562: 30; BT-549: 86

Results for Cn1c(=O)cc(S)c2ccccc21 ?
MCF7: 81; T-47D: 96; HS 578T: 95; MDA-MB-468: 105; LOX IMVI: 94; MDA-MB-231: 94; K-562: 93; BT-549: 116

What do the screens show for `COc1cc(-c2cc3ccc(O)cc3oc2=O)cc(OC)c1OC`?
MCF7: 107; T-47D: 92; HS 578T: 87; MDA-MB-468: 108; LOX IMVI: 99; MDA-MB-231: 76; K-562: 99; BT-549: 103

What do the screens show for `FC(F)(F)c1ccc(-c2nnc3c4[nH]ccc4ncn23)cc1`?
MCF7: 78; T-47D: 79; HS 578T: 89; MDA-MB-468: 117; LOX IMVI: 96; MDA-MB-231: 73; K-562: 97; BT-549: 98

Results for CCc1ccc2c(c1)N(CCO)C1=C(C(=O)OC1)C2c1cc(OC)c(OC)c(OC)c1 (stereo not drawn) ?
MCF7: 19; T-47D: 60; HS 578T: 1.1*; MDA-MB-468: 2.8*; LOX IMVI: 25; MDA-MB-231: -28*; K-562: 10; BT-549: 20

What do the screens show for `Cc1ccc2[nH]c(=O)cc(N/N=C/c3ccccc3)c2c1`?
MCF7: 74; T-47D: 78; HS 578T: 86; MDA-MB-468: 80; LOX IMVI: 99; MDA-MB-231: 95; K-562: 71; BT-549: 95

Results for C=C(C)[C@@H]1CCC[C@]2(C(=O)O)CC[C@]3(C)[C@@H](CC[C@@H]4[C@@]5(C)C/C(=C/c6cccnc6)C(=O)C(C)(C)[C@@H]5CC[C@]43C)[C@@H]12 ?
MCF7: 41; T-47D: 68; HS 578T: 78; MDA-MB-468: 56; LOX IMVI: 56; MDA-MB-231: 70; K-562: 40; BT-549: 79

How did O=C(CSc1nnc(-c2ccc(NC(=O)c3cccnc3)cc2)o1)Nc1ccc(F)cc1 do in these assays?
MCF7: 107; T-47D: 87; HS 578T: 108; MDA-MB-468: 112; LOX IMVI: 105; MDA-MB-231: 112; K-562: 82; BT-549: 129

What do the screens show for `Nc1nc(SCc2ccccn2)c2ncn(C3OC(CO)C(O)C3O)c2n1` (stereo not drawn)?
MCF7: 95; T-47D: 99; HS 578T: 119; MDA-MB-468: 102; LOX IMVI: 97; MDA-MB-231: 110; K-562: 114; BT-549: 117

Results for CCCCN(CCO)CC(O)Cn1cnc2c(N)ncnc21 (stereo not drawn) ?
MCF7: 93; T-47D: 95; HS 578T: 113; MDA-MB-468: 106; LOX IMVI: 102; MDA-MB-231: 107; K-562: 106; BT-549: 111

How did CCC(=O)OC1=C(C)SC2=NC(c3ccc(Cl)cc3)=CC(c3cc(OC)c(OC)c(OC)c3)N21 (stereo not drawn) do in these assays?
MCF7: 60; T-47D: 88; HS 578T: 89; MDA-MB-468: 95; LOX IMVI: 94; MDA-MB-231: 98; K-562: 87; BT-549: 105

How did O=c1oc2ccc(Br)cc2cc1/C(CS(=O)(=O)c1ccccc1)=N/Nc1ccccc1 do in these assays?
MCF7: 91; T-47D: 87; HS 578T: 93; MDA-MB-468: 103; LOX IMVI: 88; MDA-MB-231: 86; K-562: 106; BT-549: 93

How did O=c1ncc(-c2ccc(C(F)(F)F)cc2)c(NC2CCCCCC2)[nH]1 do in these assays?
MCF7: 40; T-47D: 33; HS 578T: 69; MDA-MB-468: 12; LOX IMVI: 58; MDA-MB-231: 79; K-562: 30; BT-549: 73

What do the screens show for `Oc1ccccc1-c1nnc(SCc2ccc(O)c3ncccc23)o1`?
MCF7: 6.7*; T-47D: 12; HS 578T: 6.2*; MDA-MB-468: 44; LOX IMVI: 39; MDA-MB-231: 61; K-562: 20; BT-549: 32

Compounds shown so far with bromine, in the order listed:
Results for Nc1nc2c(N=Nc3ccc(Br)cc3)c(N)nn2c(-c2ccc(F)cc2)c1-c1nc2ccccc2s1 ?
MCF7: 93; T-47D: 92; HS 578T: 76; MDA-MB-468: 80; LOX IMVI: 101; MDA-MB-231: 98; K-562: 115; BT-549: 107

What do the screens show for `CSc1nc(C)c(Br)c(N)n1`?
MCF7: 105; T-47D: 97; MDA-MB-468: 103; LOX IMVI: 108; MDA-MB-231: 111; K-562: 109; BT-549: 106

What do the screens show for `CCCCCOc1ccc(/C=N/Nc2cc(C)nc3ccc(Br)cc23)cc1`?
MCF7: -73*; T-47D: 83; HS 578T: 86; MDA-MB-468: -15*; LOX IMVI: -93*; MDA-MB-231: -51*; K-562: -20*; BT-549: 103

What do the screens show for `Brc1cc(C2CCCCC2)ccc1OCCCN1CCOCC1`?
MCF7: 101; T-47D: 84; HS 578T: 93; MDA-MB-468: 80; LOX IMVI: 88; MDA-MB-231: 75; K-562: 30; BT-549: 86

How did O=c1oc2ccc(Br)cc2cc1/C(CS(=O)(=O)c1ccccc1)=N/Nc1ccccc1 do in these assays?
MCF7: 91; T-47D: 87; HS 578T: 93; MDA-MB-468: 103; LOX IMVI: 88; MDA-MB-231: 86; K-562: 106; BT-549: 93
